Rv3671c inh: inhibitors of M. tuberculosis serine protease Rv3671c; P9WHR9; inhibition, % at 5.96 µM; actives 0.048% (n = 320,000); AID 2606; in the data active means inhibition above about 38%;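 further: extracellular domain of Rv3671c used as enzyme; 0% = enzyme with DMSO and 100% = no enzyme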
Target sequence (P9WHR9 whole entry, looked up, the tested form may be a part): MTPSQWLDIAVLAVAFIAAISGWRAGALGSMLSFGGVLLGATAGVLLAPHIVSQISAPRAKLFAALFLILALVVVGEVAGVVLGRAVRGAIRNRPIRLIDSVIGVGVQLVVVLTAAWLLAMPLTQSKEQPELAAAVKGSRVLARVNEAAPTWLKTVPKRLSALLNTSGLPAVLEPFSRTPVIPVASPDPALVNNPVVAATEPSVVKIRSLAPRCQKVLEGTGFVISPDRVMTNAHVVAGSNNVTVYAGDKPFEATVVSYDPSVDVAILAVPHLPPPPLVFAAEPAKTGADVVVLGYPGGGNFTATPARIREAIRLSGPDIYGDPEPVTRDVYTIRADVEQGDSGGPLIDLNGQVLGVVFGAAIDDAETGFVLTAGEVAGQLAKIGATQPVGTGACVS
3CLpro inhibitor: SARS-CoV 3CLpro protease inhibition; actives 0.14% (n = 290,000); inhibition, % at 6 µM; recombinant SARS-CoV 3CLpro, quenched FRET peptide cleavage; AID 1706; P0C6X7; in the data active means inhibition above about 12%
Yp Topo-I inh: Y. pestis Topo-I inhibition via cleavage products; Y. pestis Topo-I cleavage product accumulation, plate reader; activity, % at 10 µM; actives 0.064% (n = 360,000); AID 504884; in the data active means activity above about 50%, passing the limit was not always enough; further: inactives centre near 2
Anthrax LF prot: anthrax lethal factor protease inhibition | multiplex microsphere protease cleavage assay, LF | inhibition, % at 10 µM | actives 0.12% (n = 360,000) | AID 588501 | P15917; in the data active means inhibition above about 30%; further: plate controls were buffer without enzyme for full effect and enzyme alone for no effect
TcdB inh: TcdB glycohydrolase inhibition; P18177; TcdB glycohydrolase enzymatic assay, plate reader; inhibition, % at 9.99 µM; actives 0.24% (n = 350,000); AID 652162; in the data active means inhibition above about 10%
MazEF act: MazEF (E. coli) toxin RNase activation | P0AE70 | FAM/BHQ RNA-DNA oligo cleavage fluorescence, 5 h | activation, % at 20 µM | actives 0.32% (n = 350,000) | AID 504720; in the data active means activation above about 50%
Target sequence (P0AE70 whole entry, looked up): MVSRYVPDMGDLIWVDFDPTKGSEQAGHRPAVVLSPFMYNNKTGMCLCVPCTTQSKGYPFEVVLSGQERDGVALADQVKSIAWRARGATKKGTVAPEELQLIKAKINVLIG
VHR inh abs: DUSP3 (human) phosphatase inhibition | actives 0.52% (n = 290,000) | P51452 | recombinant VHR phosphatase, pNPP absorbance | inhibition, % at 13.3 µM; in the data active means inhibition above about 50%; further: some compounds called inactive have numbers as strong as hits
Target sequence (P51452 whole entry, looked up): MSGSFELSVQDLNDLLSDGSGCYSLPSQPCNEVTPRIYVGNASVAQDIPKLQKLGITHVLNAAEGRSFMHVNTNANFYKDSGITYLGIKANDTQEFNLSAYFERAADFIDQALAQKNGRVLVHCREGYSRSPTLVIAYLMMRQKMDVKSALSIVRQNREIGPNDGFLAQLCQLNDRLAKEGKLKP
Vc quorum ag: induces V. cholerae light production without autoinducers. V. cholerae BH1578 lux reporter, luminescence, 6 h. activation, % at 18.7 µM. actives 0.16% (n = 350,000); in the data active means activation mostly above about 9.7%, no sharp cut-off; further: not every result past the cut was called active; inactives centre near 0; reference of the scale not given here
PfHsp40 yeast: compounds rescuing yeast from Plasmodium falciparum HSP40 toxicity; growth rescue, % at 12.5 µM; actives 0.68% (n = 340,000); S. cerevisiae expressing PfHsp40, growth rescue, ATP luminescence; in the data active means growth rescue above about 28%, passing the limit was not always enough;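 further: yeast W303a lacking pdr1 and pdr3 grown in galactose medium; growth measured after three days at 30 °C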
SSB-PriA inh: inhibitors of Klebsiella pneumoniae PriA binding to SSB C-terminal tail; AlphaScreen SSBct-PriA binding, biotinylated peptide; inhibition, % at 33 µM; actives 0.6% (n = 430,000); in the data active means inhibition mostly above about 37%, no sharp cut-off; inactive means mostly below about 20%;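 further: plate controls were negative control peptide for no effect and reference peptide for full effect; strong numbers were not always called active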
An asterisk follows results filed as active; i = inactive; / = not tested or not shown; & = joins results of further samples.

Under each structure – Rv3671c inh	3CLpro inhibitor	Yp Topo-I inh	Anthrax LF prot	TcdB inh	MazEF act	VHR inh abs	Vc quorum ag	PfHsp40 yeast	SSB-PriA inh
> CCCc1c(C(=O)N/N=C/c2cccc3ccccc23)nnn1-c1nonc1N
    -17	-3	-6	-2	-1.0	-27	34	i	-1.9	/
> Cn1c(=O)[nH]c(=O)c2c1nc(SCC(=O)Nc1ccccc1)n2Cc1ccccc1
    -1	3	25	-1	0.1	2	-2	-0.2	-0.7	-24
> C#CCOC(=O)Nc1cccn(Cc2c(Cl)cccc2Cl)c1=O
    -1	-1	11	-5	/	11	18	i	0.7	-2
> CCC(C)[C@H](NC(=O)N1CC(=O)Nc2ccccc21)C(=O)N[C@H](Cc1c[nH]c2ccccc12)C(=O)O (stereo partly specified)
    0	2	4	2	0.7	1	9	-0.5	-0.6	-8
> Cc1cccc(COCC(Cc2ccccc2)N2CCN(C(=O)c3cccc(Cl)c3)CCC2=O)c1 (stereo unspecified)
    -9	6	7	4	0.8	2	0	-0.3	3.2	-4
> CCN(CC)CC1CN(N=Cc2ccc([N+](=O)[O-])o2)C(=O)O1 (stereo unspecified)
    /	/	2	2	0.4	0	/	i	-1.7	-5
> COc1cccc(NC(=O)C2CCN(C(=O)[C@@H]3Cc4ccccc4CN3C(=O)OC(C)(C)C)CC2)c1
    -6	3	15	0	-0.4	-5	17	-0.7	-1.4	9
> COc1ccc(CCNC(=O)c2ccc(CNc3nc(=S)[nH]c4ccccc34)cc2)cc1OC
    -12	0	-10	-1	-0.3	3	6	i	1.6	-1
> COC(=O)CSc1nc2ccccc2c(=O)n1Cc1ccccc1
    4	2	-9	11	-1.2	-1	21	-0.4	-1.4	-9
> O=C(O)/C=C/C(=O)Nc1ccc(F)cc1F
    2	-3	0	-2	0.0	1	19	-0.4	1.1	2
> CN(C)Cc1c(O)ccc2cc(-c3nc4ccccc4n3C)c(=O)oc12
    -7	-8	-2	12	0.2	7	21	0.5	16	4
> COc1ccc(-c2nnc(SCc3nc4ccccc4c(=O)[nH]3)o2)cc1
    4	0	2	-2	1.9	9	-5	-0.7	0.1	-4
> O=[N+]([O-])CC1(n2nc3ccccc3n2)CCCCC1
    -9	/	-1	-5	/	6	/	i	11	-19
> Cc1ccc(/C(O)=C2/C(=O)C(=O)N(c3ccccn3)C2c2cccc([N+](=O)[O-])c2)cc1 (stereo unspecified)
    5	8	6	7	0.6	1	13	i	-0.2	/
> CC1CCc2c(sc3nc(SCC(=O)NCc4ccco4)nc(N)c23)C1 (stereo unspecified)
    6	-2	31	-4	/	0	25	i	0.5	-11
> Cc1c(C(=O)OCc2ccccc2)[nH]c2c1C(=O)CC(c1ccco1)C2 (stereo unspecified)
    -10	3	12	-1	/	7	7	-0.2	1.1	3
> O=C(Nc1ccc(S(=O)(=O)N2CCCC2)cc1)Nc1ccc(F)cc1F
    -31	2	7	/	0.7	-4	26	-0.3	0.1	-8
> Cc1c(NC(=O)c2ccc3c(c2)OCO3)cccc1-c1nc2ccccc2s1
    -43	5	26	-5	/	35	14	-1.5	0.8	-23
> O=C(O)CCCC(=O)Nc1ccc(C(=O)N2CCCCC2)cc1
    8	-6	-2	1	/	9	0	-0.1	-0.7	-10
> C=CCOc1c(/C=N\NC(N)=O)cccc1OC
    1	5	0	-2	0.2	3	13	-0.5	0.4	/
> Cn1nnc2cc(C(=O)Nc3ccc(Cl)cc3)ccc21
    -4	-2	-3	-3	1.3	-4	12	-0.2	-1.5	-17
> CCc1nc2n[nH]c(N)c2c2c1CSC(C)(C)C2
    4	3	0	-1	/	12	-14	-0.2	-1.1	-12
> Cc1cc(=O)oc2c3c(cc(OCC(=O)NC(C)C)c12)OC(C)(C)CC3
    /	-3	4	4	1.8	-2	10	i	0.3	-9
> CN(Cc1cccnc1)Cc1cn(Cc2ccccc2)nc1-c1ccc2c(c1)OCO2
    -4	2	6	-3	2.0	0	20	i	0.1	-12
> COc1ccc(NC(=O)N2CCCC2C(=O)Nc2ccccc2F)cc1 (stereo unspecified)
    -5	-1	0	-1	1.0	8	-3	-0.2	-1.0	-5
> Cc1ccc(S(=O)(=O)N(CC(O)CN2C(=O)NC(C)(C)C2=O)c2cccc([N+](=O)[O-])c2)cc1 (stereo unspecified)
    -1	1	-1	0	-1.5	6	7	i	-0.2	13
> CCOc1ccc(N2C(=O)CC(N(Cc3ccco3)C(C)=O)C2=O)cc1 (stereo unspecified)
    -3	7	-3	-3	0.2	-9	0	-0.5	-0.5	-13
> Cn1cccc1/C=C(\C#N)c1ccccc1
    -2	-4	5	-3	1.6	2	4	-0.2	0.4	43
> CCOc1cc(NC(=O)Nc2ccccc2)c(OCC)cc1NC(=O)CC
    /	4	-4	-3	-1.0	3	19	i	-0.4	-6
> CC(C)Cc1nc2sc3c(NCc4ccco4)ncnc3c2c2c1COC(C)(C)C2
    -2	-2	22	8	/	9	3	-0.3	2.5	-1

Reprinted from the part before: 5 entries; new compounds follow.
Under each structure – Rv3671c inh	3CLpro inhibitor	Yp Topo-I inh	Anthrax LF prot	TcdB inh	MazEF act	VHR inh abs	Vc quorum ag	PfHsp40 yeast	SSB-PriA inh
> Cc1ccc(S(=O)(=O)N(CC(O)CN2C(=O)NC(C)(C)C2=O)c2cccc([N+](=O)[O-])c2)cc1 (stereo unspecified)
    -1	1	-1	0	-1.5	6	7	i	-0.2	13
> CCOc1ccc(N2C(=O)CC(N(Cc3ccco3)C(C)=O)C2=O)cc1 (stereo unspecified)
    -3	7	-3	-3	0.2	-9	0	-0.5	-0.5	-13
> Cn1cccc1/C=C(\C#N)c1ccccc1
    -2	-4	5	-3	1.6	2	4	-0.2	0.4	43
> CCOc1cc(NC(=O)Nc2ccccc2)c(OCC)cc1NC(=O)CC
    /	4	-4	-3	-1.0	3	19	i	-0.4	-6
> CC(C)Cc1nc2sc3c(NCc4ccco4)ncnc3c2c2c1COC(C)(C)C2
    -2	-2	22	8	/	9	3	-0.3	2.5	-1
> CCc1cc(=O)oc2cc3occ(C)c3cc12
    -6	2	5	0	/	2	-1	0.6	-1.7	-6
> C[C@H](CO)N1C[C@H](C)[C@@H](CN(C)C(=O)CCC(F)(F)F)OCc2cnnn2CCCC1=O
    /	/	4	1	3.0&0.1&-0.8	10	/	-0.4	/	/
> O=C(COC(=O)c1ccc(NS(=O)(=O)c2cccs2)cc1O)NC1CCCCC1
    -7	1	9	1	-1.2	5	13	0.6	4.2	-12
> CCCc1cc(=O)[nH]c(SCC(=O)c2c(C)[nH]c3ccccc23)n1
    7	-4	4	-4	1.1	3	26	-0.3	0.6	-5
> O=C(CCS(=O)(=O)c1ccc(Br)cc1)NCc1cccs1
    -2	2	1	-8	/	-2	-15	-0.7	1.1	-1
> COCCNC(=S)N1CCN(C)CC1
    -10	0	-3	-4	1.0	-2	-21	i	0.1	-9
> COc1cccc(-c2cnc(C(O)c3ccc(F)cc3C)[nH]2)c1 (stereo unspecified)
    /	/	0	-6	0.6	/	/	i	/	/
> N#CCSc1ccccc1NC(=O)CN1C(=O)NC(CCc2ccccc2)C1=O (stereo unspecified)
    /	/	-1	-4	1.1	-23	/	i	/	/
> O=C(COc1ccc(Cl)cc1)Nc1ccc(CN2CCOCC2)cc1
    -7	/	7	-15	1.6	-3	/	-0.3	6.3	-3
> O=C(COC(=O)c1cccc(S(=O)(=O)N2CCCC2)c1)NCc1ccccc1
    4	3	13	0	2.2	-1	-25	-0.4	0.6	-10
> CCOc1ccccc1NC(=O)c1ccccc1N(C)S(C)(=O)=O
    -3	-5	-4	0	/	1	-2	i	-0.1	-8
> COc1cccc(CN(C)C(=O)CNC(=O)c2sc3ccccc3c2Cl)c1OC
    -7	/	28	-5	1.8	-4	/	i	-1.7	-1
> COc1ccc(C(=O)NC(=S)NCc2ccco2)cc1Br
    -24	-3	-16	-5	0.3	8	2	-0.1	0.4	6
> OC(COc1ccc2c(c1)CCC2)Cn1cnc2ccccc21 (stereo unspecified)
    8	0	18	-2	/	3	37	i	3.2	8&10&-5
> COc1cc(NC(=O)c2ccccc2)c(OC)cc1NC(C)=O
    -11	-2	-11	-2	/	7	3	i	-0.1	0
> CCC(C)c1ccc(OCCCCN2CCOCC2)cc1 (stereo unspecified)
    3	-2	20	-3	/	0	24	-0.7	0.8	-5
> CC(=Nc1ccccc1O)c1sc2ccccc2c1O
    -1	5	-2	-5	-0.9	-1	0	-0.2	12	10
> C[C@H](CO)N1C[C@H](C)[C@@H](CN(C)Cc2ccncc2)Oc2ccc(NC(=O)Cn3cnnn3)cc2C1=O
    -3	/	4	-3	-0.1&0.0	-14	/	-0.8	-2.1	-15
> Cn1c(=O)c2[nH]c(NN=Cc3ccc(Br)cc3)nc2n(C)c1=O
    /	/	-9	-2	0.8	3	/	-13	4.1	-9
> COc1ccc(C(=O)Cn2nnc(-c3ccccc3NC(=O)C3CC3)n2)cc1
    -2	-3	-4	-2	/	3	37	-0.5	0.7	-10
> CCCN(CC(=O)Nc1ccccc1C)C(=O)Cc1c(C)nc2ccccc2c1C
    -8	/	11	-7	-2.9	-4	/	i	0.1	6
> S=C(Nc1ccc2nc(-c3ccccn3)c(-c3ccccn3)nc2c1)N1CCCCCC1
    -11	3	16	10	-0.5	-51	32	-3.6	-0.2	1
> Cc1cc(NC(=O)Cn2c(=O)oc3ccc(Cl)cc32)no1
    -3	-4	-8	1	0.9	12	20	-2.2	-1.8	-3
> O=C(CN1CCN(S(=O)(=O)c2ccc(Cl)s2)CC1)N1CCCCC1
    0	/	1	6	0.6	-1	/	i	-2.0	8
> Cc1c(OCC(=O)NCc2cccnc2)ccc2c3c(c(=O)oc12)CCCC3
    2	-2	-6	1	2.0	17	9	-0.3	-1.1	3
> CS(=O)(=O)c1nc(S(=O)(=O)c2ccc(Cl)cc2)c(NCCCn2ccnc2)s1
    7	5	-3	11	-5.7	2	-10	-0.3	-1.8	2
> Cn1c(=O)c2c(nc(SCc3cccnc3)n2Cc2ccccc2)n(C)c1=O
    8	-1	21	0	/	-9	3	i	-1.2	-4
> C/C=C/c1cnc2c(c1)C(=O)N([C@H](C)CO)C[C@H](C)[C@@H](CN(C)C(=O)CN1CCOCC1)O2
    /	/	5	2	2.8&-1.0	1	/	i	/	/
> CCOC(=O)Cn1c(COc2ccccc2OC)[n+](C)c2ccccc21
    0	/	1	/	0.6	-3	/	i	/	-12
> CCOC(=O)c1[nH]cnc1C(=O)Nc1ccccn1
    -7	3	-9	-2	/	-10	5	-0.6	-0.9	-21
> COc1cc(Cl)c(C)cc1NC(=O)c1ccc2c(SCC(=O)O)c3c(nc2c1)CCCC3
    -42	2	4	1	6.1	1	1	-0.1	-0.6	-20

Exported with each value named: four of the compounds above
> N#CCSc1ccccc1NC(=O)CN1C(=O)NC(CCc2ccccc2)C1=O (stereo unspecified)
  Rv3671c inh: /	3CLpro inhibitor: /	Yp Topo-I inh: -1	Anthrax LF prot: -4	TcdB inh: 1.1	MazEF act: -23	VHR inh abs: /	Vc quorum ag: i	PfHsp40 yeast: /	SSB-PriA inh: /
> O=C(COc1ccc(Cl)cc1)Nc1ccc(CN2CCOCC2)cc1
  Rv3671c inh: -7	3CLpro inhibitor: /	Yp Topo-I inh: 7	Anthrax LF prot: -15	TcdB inh: 1.6	MazEF act: -3	VHR inh abs: /	Vc quorum ag: -0.3	PfHsp40 yeast: 6.3	SSB-PriA inh: -3
> O=C(COC(=O)c1cccc(S(=O)(=O)N2CCCC2)c1)NCc1ccccc1
  Rv3671c inh: 4	3CLpro inhibitor: 3	Yp Topo-I inh: 13	Anthrax LF prot: 0	TcdB inh: 2.2	MazEF act: -1	VHR inh abs: -25	Vc quorum ag: -0.4	PfHsp40 yeast: 0.6	SSB-PriA inh: -10
> CCOc1ccccc1NC(=O)c1ccccc1N(C)S(C)(=O)=O
  Rv3671c inh: -3	3CLpro inhibitor: -5	Yp Topo-I inh: -4	Anthrax LF prot: 0	TcdB inh: /	MazEF act: 1	VHR inh abs: -2	Vc quorum ag: i	PfHsp40 yeast: -0.1	SSB-PriA inh: -8

These rows are one share of the data. The share of hits here may be higher or lower than overall.
